Screening results (PubChem)
rCAG binder: molecules binding r(CAG) RNA repeats | 370,000 compounds, 1.3% hits | r(CAG) RNA repeat, TO-PRO-1 dye displacement fluorescence | inhibition, % at 3 µM;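 active means inhibition above the plate cutoff, the mean of all test compounds on that plate plus 3 SD, cut at about 35% in these data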;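 further: 0% = DMSO alone and 100% = 100 µM mitoxantrone as full dye displacement; higher means more dye released from RNA so lower well fluorescence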
SMARCA2 act: SMARCA2 function activation, primary screen; 370,000 compounds, 1% hits; activation, % at 9.1 µM; AID 652017; MG213 cells, MMTV-luciferase reporter, dexamethasone, overnight; in the data active means activation above about 7.8%;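 further: 0% = vehicle wells and 100% = reference activator wells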
ARFGAP1 inh: inhibits rat ARF GTPase activating protein 1. Q62848. Arfgap1-stimulated ARF1 GTP hydrolysis, GDP FP detection. inhibition, % at 16.5 µM. 360,000 compounds, 0.26% hits. AID 651572;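 active means inhibition above a per-plate limit, mean inhibition of low control wells plus 3 SD, cut at about 25% in these data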;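 further: 0% = DMSO wells with enzyme and 100% = wells lacking Arfgap1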
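Material – truncated rat Arfgap1 GAP domain · Buffer or medium – HEPES-based buffer, pH 7.5 · Reagent – human ARF1(Δ1-17)-GTP substrate · Dosing – 16.5 µM single point, 1.26% DMSO · Schedule – GTP hydrolysis reaction 2 h at 25 °C · Technique – GDP detection by fluorescence polarization · Benchmarks – No-Arfgap1 wells (100%) versus DMSO full-reaction wells (0%) · Repeats – single replicate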
HTRA1 inhibitor: blocks human HTRA1 serine peptidase; inhibition, % at 5.96 µM; 340,000 compounds, 0.5% hits; recombinant HTRA1, FP-rhodamine activity-based probe, fluorescence polarization; in the data active means inhibition above about 36%;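 further: 0% = enzyme with DMSO and 100% = wells lacking enzyme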
ABHD4 inh: inhibits mouse alpha/beta hydrolase domain 4 | Q8VD66 | purified mABHD4, FP-Rh probe fluorescence polarization | inhibition, % at 8.92 µM | 370,000 compounds, 0.54% hits | AID 720543;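 active means inhibition exceeding the mean over every tested compound plus 3 SD, cut at about 30% in these data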;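 further: 0% = plate median of compound wells and 100% = S159A mutant with DMSO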
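system = mouse ABHD4 enzyme, wild type | medium = HEPES pH 7.0, NaCl, Pluronic buffer | also added = FP-Rh probe | incubation = Enzyme–compound pre-incubation 45 min, then probe 60 min, both 25 °C | technique = fluorescence polarization, excitation 525 nm, emission 598 nm, BODIPY TMR filters | controls = S159A mutant high control, sample median low control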
PG9 binder: small molecules binding HIV-1 gp120 antibody PG9. TR-FRET gp120-PG9 antibody binding. inhibition, % at 6.7 µM. 360,000 compounds, 0.43% hits. AID 624416; in the data active means inhibition above about 8.5%
Rev-erbA mod: modulates human Rev-erb alpha binding to DNA; 370,000 compounds, 0.79% hits; activity, % at 10 µM; P20393; AID 1259318; Rev-erbα–FITC-DNA binding, fluorescence polarization, 90 min;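 active means activity above about 14%, limit read from the data; passing the limit was not always enough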;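 further: 0% = DMSO wells with 35 nM protein and 100% = DMSO wells with 750 nM protein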
NPR2 activator: GC-B (human) receptor activation. P20594. HEK293-GC-B cells, CNP EC30, cGMP TR-FRET; 0% at EC30 CNP, 100% saturating CNP. activation, % at 10 µM. 370,000 compounds, 0.11% hits;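 active means activation at 10 µM reaching about 35% in either raw or pattern-adjusted values, limit read from the data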
Target sequence (P20594 whole entry, looked up): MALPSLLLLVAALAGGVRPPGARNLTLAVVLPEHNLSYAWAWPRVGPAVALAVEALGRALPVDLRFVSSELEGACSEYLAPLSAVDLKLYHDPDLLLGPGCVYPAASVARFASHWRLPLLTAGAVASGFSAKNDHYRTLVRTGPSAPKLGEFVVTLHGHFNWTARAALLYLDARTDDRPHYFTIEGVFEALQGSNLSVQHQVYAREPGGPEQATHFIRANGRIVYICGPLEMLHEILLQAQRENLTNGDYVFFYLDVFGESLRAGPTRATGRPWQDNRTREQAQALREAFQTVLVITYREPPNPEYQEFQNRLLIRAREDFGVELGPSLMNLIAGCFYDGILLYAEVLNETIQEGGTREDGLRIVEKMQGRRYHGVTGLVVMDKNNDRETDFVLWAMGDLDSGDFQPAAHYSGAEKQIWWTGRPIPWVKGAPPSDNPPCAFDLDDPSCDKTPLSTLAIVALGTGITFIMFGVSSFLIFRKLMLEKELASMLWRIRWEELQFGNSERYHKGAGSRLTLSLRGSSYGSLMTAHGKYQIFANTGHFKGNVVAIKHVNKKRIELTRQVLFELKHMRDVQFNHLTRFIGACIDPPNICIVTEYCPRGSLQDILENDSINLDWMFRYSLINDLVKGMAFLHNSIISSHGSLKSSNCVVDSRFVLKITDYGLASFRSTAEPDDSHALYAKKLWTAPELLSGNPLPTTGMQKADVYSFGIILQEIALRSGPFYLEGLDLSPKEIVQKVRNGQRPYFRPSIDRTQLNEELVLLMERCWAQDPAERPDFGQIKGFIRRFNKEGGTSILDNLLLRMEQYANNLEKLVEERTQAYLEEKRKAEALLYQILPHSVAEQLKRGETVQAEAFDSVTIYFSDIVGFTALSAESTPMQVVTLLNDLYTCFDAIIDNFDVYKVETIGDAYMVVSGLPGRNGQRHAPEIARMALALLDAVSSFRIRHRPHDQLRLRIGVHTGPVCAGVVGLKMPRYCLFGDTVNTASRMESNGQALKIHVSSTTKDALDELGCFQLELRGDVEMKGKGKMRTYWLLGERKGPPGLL
ASAP1 GAP inh: inhibitors of human ASAP1 ArfGAP activity | Q9ULH1 | inhibition, % at 16.5 µM | ASAP1-stimulated ARF1 GTP hydrolysis, GDP FP detection | 360,000 compounds, 0.19% hits; in the data active means inhibition above about 25%;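 further: 0% = vehicle with enzyme and substrate and 100% = no enzyme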
GC-A act: GC-A (human) enzyme activation; HEK293 GC-A cells, cGMP TR-FRET, EC30 ANP; 0% at EC30 ANP, 100% saturating ANP; activation, % at 10 µM; 370,000 compounds, 0.14% hits; AID 1671463; in the data active means activation above about 40%
* marks the source's active call; other numbers are inactive results; / = not tested or not shown.

1) CC1(C)Cc2c(cnn2-c2ccccc2)C(NC(=O)C2(C(N)=O)CC2)C1 (configuration not stated)
2) CN(C)CCCN(C(=O)c1cc2ccccc2oc1=O)c1nc2c(F)cccc2s1
3) Cc1ccc(-c2cc(-c3ccccc3)nc(NN)n2)cc1
4) OC[C@@H]1CN(Cc2ccc(-c3ccccc3)cc2)C[C@H](n2cnc3c(Nc4ccccc4)ncnc32)O1
5) COc1ccc(NC(=O)CN(C)CC(=O)Nc2sc3c(c2C#N)CCC3)cc1
6) N=c1c2c(-c3ccccc3)c(-c3ccccc3)n(Cc3ccco3)c2ncn1CCO
7) Cc1cccc(OCC(=O)N2CCC(c3ccccc3)C2)c1 (configuration not stated)
8) Oc1ccc(C2Nc3cccc4cccc(c34)N2)cc1
Compound,1,2,3,4,5,6,7,8
rCAG binder,-6,2,5,10,8,13,-4,21
SMARCA2 act,-1,0,0,-7,1,7,2,0
ARFGAP1 inh,1,6,5,11,-1,16,3,20
HTRA1 inhibitor,3,6,-41,/,-12,-14,0,23
ABHD4 inh,0,1,11,-32,9,2,-3,10
PG9 binder,-0.3,0.5,-1.3,0.4,-4.0,-1.0,0.3,-3.0
Rev-erbA mod,-1,-3,2,-3,0,-6,4,1
NPR2 activator,-1,-4,-7,9,-6,-25,0,-6
ASAP1 GAP inh,8,10,8,26*,5,-9,1,16
GC-A act,-3,-4,-3,-4,-3,-38,-3,-46

9) CCC(C)NS(=O)(=O)c1ccc(OCC(=O)N2CCCCC2)cc1 (configuration not stated)
10) CC(C)CN(C(=O)CCCOc1ccc(Cl)cc1Cl)c1c(N)n(Cc2ccccc2)c(=O)[nH]c1=O
11) C/C(=N\NC(=O)c1cc(-c2ccncc2)nc2ccccc12)c1ccc(OC(F)F)cc1
12) CCc1nnc2n1N=C(c1ccccc1)CS2
13) Cc1cc(C)cc(C(=O)NC(CC(N)=O)c2ccc(N3CCN(c4ccccn4)CC3)c([N+](=O)[O-])c2)c1 (configuration not stated)
14) COc1ccc(NC(=O)CSCC(=O)Nc2nnc(CC(C)C)s2)cc1
15) Cc1ccc(-n2nnnc2SCC(=O)NC2CCS(=O)(=O)C2)c(C)c1 (configuration not stated)
16) COc1ccccc1CNC(=O)C1CCCN(S(=O)(=O)c2ccc3c(c2)C(C)(C)C(=O)N3C)C1 (configuration not stated)
Compound,9,10,11,12,13,14,15,16
rCAG binder,-5,2,5,-1,1,1,-4,0
SMARCA2 act,1,-2,0,1,0,0,-1,-1
ARFGAP1 inh,-8,10,3,9,-11,10,10,-3
HTRA1 inhibitor,9,-25,-14,4,-8,-4,-2,6
ABHD4 inh,-2,3,-5,6,1,-1,-2,5
PG9 binder,0.5,0.4,-1.7,1.0,-3.1,-4.0,1.1,-1.2
Rev-erbA mod,-2,3,2,2,-1,-2,9,3
NPR2 activator,1,-9,-1,0,3,1,3,5
ASAP1 GAP inh,-7,17,5,13,-3,-3,2,-8
GC-A act,-1,-17,-4,1,2,0,5,-3

Three entries from above in another layout.
Values run as follows: rCAG binder | SMARCA2 act | ARFGAP1 inh | HTRA1 inhibitor | ABHD4 inh | PG9 binder | Rev-erbA mod | NPR2 activator | ASAP1 GAP inh | GC-A act
#2 CN(C)CCCN(C(=O)c1cc2ccccc2oc1=O)c1nc2c(F)cccc2s1
→ 2 | 0 | 6 | 6 | 1 | 0.5 | -3 | -4 | 10 | -4
#3 Cc1ccc(-c2cc(-c3ccccc3)nc(NN)n2)cc1
→ 5 | 0 | 5 | -41 | 11 | -1.3 | 2 | -7 | 8 | -3
#4 OC[C@@H]1CN(Cc2ccc(-c3ccccc3)cc2)C[C@H](n2cnc3c(Nc4ccccc4)ncnc32)O1
→ 10 | -7 | 11 | / | -32 | 0.4 | -3 | 9 | 26* | -4

(next part)
17) COCCOC(=O)C1=C(C)N=C2SCCC(=O)N2C1/C=C/c1ccccc1 (configuration not stated)
18) COc1ccccc1C(=O)NCCC(=O)N1CCN(c2cccc(C(F)(F)F)c2)CC1
19) CCOC(=O)C1=CCN(S(=O)(=O)c2ccc(F)cc2)C1c1ccc(Cl)cc1 (configuration not stated)
20) CCOC(=O)CNC(=O)C1Cc2ccccc2CN1S(=O)(=O)c1cccs1 (configuration not stated)
21) COc1cc2c(c(OC)c1OC)CC(c1ccccc1)=C(c1ccccc1)CC2NC(=O)C(F)(F)F (configuration not stated)
22) O=C1OCCC1=Cc1ccccc1
23) O=C(NCCNc1ccc([N+](=O)[O-])cc1Cl)c1ccccc1F
24) NS(=O)(=O)c1ccc(Nc2ccccc2)c([N+](=O)[O-])c1
Compound,17,18,19,20,21,22,23,24
rCAG binder,16,-5,6,-2,3,1,0,1
SMARCA2 act,-3,-2,-3,-4,-2,4,3,-2
ARFGAP1 inh,12,3,3,9,-1,-3,6,4
HTRA1 inhibitor,-40,-5,/,1,/,-2,-2,2
ABHD4 inh,-25,-6,4,0,2,2,-4,-7
PG9 binder,2.9,-1.8,1.9,-1.1,1.0,-0.3,-1.2,-1.6
Rev-erbA mod,1,5,2,5,-4,0,-1,-1
NPR2 activator,2,-4,-15,0,2,5,-10,1
ASAP1 GAP inh,4,-4,9,-1,-3,1,9,-11
GC-A act,0,-6,-12,-4,-4,6,-3,2

In the list so far, two have a thiophene ring, fused or not.
5) COc1ccc(NC(=O)CN(C)CC(=O)Nc2sc3c(c2C#N)CCC3)cc1
20) CCOC(=O)CNC(=O)C1Cc2ccccc2CN1S(=O)(=O)c1cccs1 (configuration not stated)
Compound,5,20
rCAG binder,8,-2
SMARCA2 act,1,-4
ARFGAP1 inh,-1,9
HTRA1 inhibitor,-12,1
ABHD4 inh,9,0
PG9 binder,-4.0,-1.1
Rev-erbA mod,0,5
NPR2 activator,-6,0
ASAP1 GAP inh,5,-1
GC-A act,-3,-4

The list continues:
25) CC(C)Oc1ccc(CNS(=O)(=O)c2csc(C(N)=O)c2)cc1
26) CC1(C(=O)NS(=O)(=O)C2CC2)CCN(C(=O)COc2ccc(Cl)cc2Cl)C1 (configuration not stated)
27) COc1cc(/C=C2\N=C(C)OC2=O)cc(Cl)c1OC(C)=O
28) COc1cccc(N(CC(=O)Nc2ccccc2C(=O)N2CCCC2)S(C)(=O)=O)c1
29) O=C(NCc1ccccc1)/C(=C/c1ccc([N+](=O)[O-])cc1)NC(=O)c1ccco1
30) O=C(c1cccs1)N1CCc2ccccc2C1
31) CC(=O)Nc1ccccc1/C=C/c1ccc2c(C)ccc(O)c2n1
32) COc1ccc2nc(-c3ccco3)c(-c3ccco3)nc2c1
Compound,25,26,27,28,29,30,31,32
rCAG binder,-2,3,1,-3,4,3,4,59*
SMARCA2 act,0,5,-3,0,-1,1,-3,11*
ARFGAP1 inh,4,0,2,10,7,8,2,-31
HTRA1 inhibitor,-2,/,-2,8,-2,0,5,52*
ABHD4 inh,4,-4,3,5,-7,3,-3,57*
PG9 binder,0.5,-1.3,-1.2,-0.2,1.1,-0.8,-3.1,-2.9
Rev-erbA mod,-1,0,3,-2,-2,-1,3,/
NPR2 activator,-1,0,-7,3,-4,0,-2,/
ASAP1 GAP inh,7,-1,-1,1,11,6,-15,-19
GC-A act,-1,-5,2,0,-1,0,0,/

33) O=C1C=C(NC(=O)Nc2ccc(Cl)c(Cl)c2)CCC1
34) COc1ccc2c(COC(=O)c3n[nH]c4ccccc34)cc(=O)oc2c1
35) CCOC(=O)C1CCCN(C(=O)c2cccnc2Oc2ccccc2)CC1 (configuration not stated)
36) O=C(CCc1ccc(S(=O)(=O)NCCc2ccccc2)cc1)NCc1ccc2c(c1)OCO2
37) COc1ccc(-c2[nH]ncc2/C=N/NC(=O)c2cccc([N+](=O)[O-])c2)cc1OC
38) CCOc1ccccc1NC(=O)C(OC(=O)c1ccccc1)c1ccccc1 (configuration not stated)
39) CN(C)c1ccc2c(=O)[nH][nH]c(=O)c2c1
40) C=CCOc1ccc(/C=C/C(C)=N\O)cc1
Compound,33,34,35,36,37,38,39,40
rCAG binder,6,12,0,6,3,-1,-2,0
SMARCA2 act,-2,9.5*,-1,-5,0,-1,-2,6
ARFGAP1 inh,3,13,-1,5,26*,8,-1,5
HTRA1 inhibitor,-15,-24,/,-10,-12,-24,9,-1
ABHD4 inh,-18,3,5,-6,0,-9,3,-3
PG9 binder,-2.5,62*,0.1,-1.3,-0.7,-1.5,-2.2,-3.3
Rev-erbA mod,-2,59*,10,4,0,-4,-3,-2
NPR2 activator,-4,-4,5,3,3,6,-3,5
ASAP1 GAP inh,3,8,-5,-15,22,-5,-2,3
GC-A act,-9,-7,0,-5,1,4,-1,5

41) COc1ccc(CC(=O)Nc2ccc(S(=O)(=O)Nc3onc(C)c3C)cc2)cc1OC
42) Cc1ccc(-c2csc3ncnc(N4CCN(C(=O)c5ccco5)CC4)c23)cc1
43) CC(=O)Nc1cc2c(cc1[N+](=O)[O-])-c1ccccc1C2=NO
44) CCOC(=O)c1cc(-c2nnc(-c3ccc(Cl)cc3)o2)c(C)nc1C
45) COc1ccc(S(=O)(=O)N2CCc3ccccc32)cc1C(=O)OCC(=O)c1c(N)n(C)c(=O)n(C)c1=O
46) COCc1cc(C)nc(SCC(=O)Nc2ccccc2C)c1C#N
47) CCOC(=O)CC1(C)SC(NC(C)=O)=NN1C(C)=O (configuration not stated)
Compound,41,42,43,44,45,46,47
rCAG binder,5,2,5,1,1,-6,0
SMARCA2 act,1,-2,6,-1,1,3,0
ARFGAP1 inh,1,-10,-15,-9,11,-10,4
HTRA1 inhibitor,-4,-8,-6,3,1,-2,-3
ABHD4 inh,7,-1,2,2,1,6,5
PG9 binder,-0.7,0.2,-0.7,0.5,0.3,-0.2,-1.9
Rev-erbA mod,4,-4,-23,-2,1,5,-3
NPR2 activator,-1,-5,-2,2,-7,0,-2
ASAP1 GAP inh,-8,-3,-2,-1,26*,-4,10
GC-A act,4,-1,-2,2,2,-2,5
